# Bioassay records: PubChem, several laboratories
# Glyco luc inh = increase of ERlucT glycosylation luciferase signal, primary screen, N-linked glycosylation inhibitor project, D54 ERlucT cells, luminescence, set 2; reporter increase, % at 12.5 µM; AID 588692, 2011; D54 ERlucT glycosylation luciferase reporter, 24 h; percent of 100 nM tunicamycin response; actives 0.23% (n = 360,000);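 active means mean luciferase reporter signal, scaled so untreated is 0 and the glycosylation-blocking control 100, at or above a set limit in every replicate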;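 further: luciferase carries N-glycosylation sites so blocking glycosylation raises the light; 0% = median of neutral control wells and 100% = median of 100 nM tunicamycin wells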
# hiPSC survival = enhancers of single-cell hiPSC survival, primary screen, ATPlite luminescence. 100% = ROCK inhibitor wells, 0% = DMSO. survival enhancement, % at 20 µM. actives 0.044% (n = 360,000); in the data active means survival enhancement above about 18%;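 further: cells exposed to compounds for 16 hours before the ATP read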
# HTR2A ag = mouse Htr2a agonists via beta-arrestin recruitment, primary screen, cell-based, luminescence; actives 0.66% (n = 360,000); CHO-K1 mHTR2A beta-arrestin complementation; percent of 30 µM serotonin response; activation, % at 7.6 µM;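 active means activation above a run cutoff, the mean activation of all tested compounds plus 3 SD, cut at about 14% in these data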;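 further: 0% = plate median of compound wells and 100% = 30 µM serotonin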
# Target sequence (P35363 whole entry, looked up): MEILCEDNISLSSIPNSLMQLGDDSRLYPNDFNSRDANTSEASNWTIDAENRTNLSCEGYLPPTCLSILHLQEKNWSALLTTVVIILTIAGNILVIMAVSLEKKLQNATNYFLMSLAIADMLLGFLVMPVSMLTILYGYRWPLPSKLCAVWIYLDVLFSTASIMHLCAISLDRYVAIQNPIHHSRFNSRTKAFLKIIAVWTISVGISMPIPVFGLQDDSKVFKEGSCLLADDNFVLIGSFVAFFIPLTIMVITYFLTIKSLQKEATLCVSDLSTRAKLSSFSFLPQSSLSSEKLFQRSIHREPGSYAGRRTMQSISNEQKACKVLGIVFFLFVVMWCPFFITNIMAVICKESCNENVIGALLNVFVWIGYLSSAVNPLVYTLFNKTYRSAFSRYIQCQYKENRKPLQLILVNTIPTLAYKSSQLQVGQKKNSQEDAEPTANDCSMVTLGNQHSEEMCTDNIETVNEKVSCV
# ABCB6 inh 2 = ABCB6 transporter inhibitors, primary screen, K562-ABCB6 cells, flow cytometry, MLPCN library. K562-ABCB6 porphyrin accumulation, 1 h; active compounds read low. AID 602162, 2011. fluorescence ratio to DMSO, % at 10 µM. actives 0.19% (n = 360,000);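 active means fluorescence ratio to DMSO below 75%, the collection mean minus 3 SD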;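 further: signal is porphyrin accumulated inside mitochondria; 100% equals median channel fluorescence of DMSO control wells; lower ratio means ABCB6 inhibition with less porphyrin fluorescence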
# ABHD5-PLIN5 inh = ABHD5-PLIN5 interaction inhibitors, primary screen, cell lysate, split luciferase complementation, luminescence | AID 602281, 2012 | Perilipin-5 (Homo sapiens) + 1-acylglycerol-3-phosphate O-acyltransferase ABHD5 (Homo … | Split G. princeps luciferase complementation, 4 h | actives 0.78% (n = 360,000) | inhibition, % at 4 µM;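 active means inhibition above the mean inhibition across every tested compound plus 3 SD, cut at about 22% in these data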;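 further: 0% = DMSO only wells and the 100% control is not disclosed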
# MC4R antag cAMP = MC4R antagonists of cAMP signaling, primary screen, cell-based, TR-FRET, antagonist arm of biased-ligand search | actives 0.48% (n = 360,000) | AID 540295, 2011 | Melanocortin receptor 4 (Homo sapiens), P32245 | inhibition, % at 6.5 µM | MC4R-expressing cells, MTII-stimulated cAMP, LANCE TR-FRET;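 active means inhibition above its plate's cutoff, the mean of tested wells on that plate plus 3 SD, cut at about 29% in these data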;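 further: 0% = Melanotan II alone and 100% = Melanotan II plus saturating MCL0020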
# Target sequence (P32245 whole entry, looked up): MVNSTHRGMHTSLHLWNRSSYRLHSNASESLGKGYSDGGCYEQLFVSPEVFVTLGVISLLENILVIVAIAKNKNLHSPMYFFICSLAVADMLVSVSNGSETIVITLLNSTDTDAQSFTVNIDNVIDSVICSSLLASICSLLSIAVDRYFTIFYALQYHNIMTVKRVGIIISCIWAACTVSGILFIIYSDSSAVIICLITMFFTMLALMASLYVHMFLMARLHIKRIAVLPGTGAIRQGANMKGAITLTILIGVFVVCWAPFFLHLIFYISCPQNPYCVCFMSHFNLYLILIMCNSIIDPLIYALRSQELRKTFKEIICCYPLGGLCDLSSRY
#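 Assay system: human MC4R-expressing U2OS cells; reagent: Melanotan II stimulation of cells; dosing: 6.5 µM single dose; timing: compound 30 min, challenge 1 h, detection 1 h; signal: TR-FRET cAMP assay; replicates: one well per compound, no replicates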
# aDG glyco act = activators of alpha-DG glycosylation, primary screen, uHTS, Pro5-aDG cells, AlphaScreen. AID 624168, 2012. activation, % at 10 µM. alpha-DG glycosylation AlphaScreen (IIH6); 0% Pro5, 100% B10-LARGE cell signal. actives 0.22% (n = 360,000);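 active means activation of at least 8% versus controls, or a plate z-score of at least 8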;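 further: Pro5 are CHO cells carrying HIG-tagged alpha-DG that lacks glycosylation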
# MC4R ag barr = MC4R agonists recruiting beta-arrestin, primary screen, cell-based, luminescence, agonist arm of biased-ligand search; Melanocortin receptor 4 (Homo sapiens), P32245; U2OS MC4R beta-arrestin complementation; percent of melanotan II response, DMSO zero; activation, % at 8.9 µM; actives 0.98% (n = 360,000);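 active means activation above a per-plate cutoff, the mean activation of sample wells on that plate plus 3 SD, cut at about 8% in these data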
# H9c2 protect = cardioprotection against H2O2-induced cell death, primary screen, uHTS, H9c2 cells, ATPLite luminescence | H9c2 cardiomyocytes, H2O2 injury protection, 2 h | protection from H2O2 cell death, % at 20 µM | actives 0.63% (n = 360,000) | AID 588492, 2011;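 active means compounds giving at least 50% protection of heart cells from peroxide-induced death in the single-dose screen, raw or plate-pattern-corrected value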;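 further: 0% = DMSO wells with peroxide and 100% = DMSO wells without peroxide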
# Granule exo inh = LAMP-1 surface exposure blockers, TALL-104 cells – cell-based, flow cytometry, MLPCN library, primary screen | TALL-104 LAMP-1 surface exposure; cells stimulated with thapsigargin and PMA | inhibition, % at 10 µM | actives 0.66% (n = 360,000);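 active means inhibition above about 55%, limit read from the data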
# An asterisk follows results filed as active.
structure	Glyco luc inh	hiPSC survival	HTR2A ag	ABCB6 inh 2	ABHD5-PLIN5 inh	MC4R antag cAMP	aDG glyco act	MC4R ag barr	H9c2 protect	Granule exo inh
Cc1cccc(-c2nnc(SCC(=O)NC3CCCC3)o2)c1	3.3	0.6	-3.2	96.0	-1.8	4.7	0.0	-1.7	-0.6	-5.3
CCN1CCN(c2nc(-c3cccnc3)nc3ccccc23)CC1	1.2	-0.4	-1.8	97.0	5.1	-3.7	0.2	3.0	17.1	-0.5
CCC(c1nnc(SCC(=O)Nc2ccc(C(N)=O)cc2)n1Cc1ccccc1)N(C)C (stereo not drawn)	3.6	-0.4	2.5	101.0	1.9	7.9	-0.1	-2.2	0.5	-0.8
CCCCOc1ccc(NC(=O)CCSc2nccn2C)cc1	-1.9	-1.0	-4.1	96.0	-1.4	-1.4	-0.1	-2.5	-11.2	-1.2
CC(=O)c1c(N2CCN(Cc3ccccc3)CC2)[nH]c(-c2ccccc2)nc1=S	-0.5	0.8	-1.5	105.0	-1.1	17.3	0.0	-2.3	-6.2	0.5
O=C(OCCN1CCCC1=O)c1cc(F)c(F)c(F)c1F	1.5	1.7	4.5	94.0	4.1	4.0	1.1	-1.2	0.1	4.0
O=C(Nc1ccc(Cl)cc1)Nc1ccc(N2CCC(C(F)(F)F)CC2)nc1	0.9	1.0	6.0	106.0	-6.7	-2.0	0.0	3.2	-3.6	-9.3
COc1ccc(F)cc1-c1cc(NC=O)c2ncc(-c3cc(OC)c(OC)c(OC)c3)n2c1	15.3	-1.2	-1.7	101.0	1.6	-60.7	-0.1	2.8	13.4	28.2
COc1cc(NC(=O)CSc2nccc(C)n2)c(C(=O)O)cc1OC	0.1	-2.0	2.1	101.0	3.6	11.4	0.2	-1.1	5.4	-3.3
CN(C)c1ccc(Cc2cc3c(O)ccc(O)c3cc(Cc3ccc(N(C)C)cc3)c2=O)cc1	8.9	-0.4	-2.0	106.0	87.3*	-11.7	-0.3	-4.6	-20.3	103.6*
N/C(=N\OC(=O)c1cccc(Cn2cc(C(F)(F)F)ccc2=O)c1)c1ccc(Cl)cc1	1.3	0.6	-2.8	96.0	2.4	16.3	0.4	0.1	-4.0	-19.6
CCn1cc(C(=O)NCCCOC)c(=O)c2cc(S(=O)(=O)N3CCC(C)CC3)ccc21	0.0	-0.1	-2.2	98.0	1.7	1.9	0.0	-1.5	-1.0	-6.4
NC(=S)C(c1ccccc1)c1ncc(C(F)(F)F)cc1Cl (stereo not drawn)	-6.4	-0.5	0.0	99.0	-2.5	-0.4	0.0	0.3	3.1	3.1
COCCn1cc(C(=S)N2CCOCC2)c2ccccc21	2.4	1.7	-0.5	96.0	-9.0	19.9	0.7	-0.2	1.1	-2.8
CCCCn1ccc(=O)c2c(C(F)(F)F)nccc21	-0.1	3.3	-2.6	85.0	0.1	-1.5	0.7	-0.8	-9.4	1.6
COc1ccccc1NC(=O)CSc1nnnn1-c1ccc(C(=O)O)cc1	-1.1	1.8	-0.2	101.0	-1.8	2.2	-0.1	0.3	10.5	0.9
CCCN1CCC(NC(=O)CCc2nnc(-c3ccccc3)o2)CC1	0.5	-0.6	3.1	103.0	3.3	13.0	0.3	-1.1	1.1	-4.0
CCCC(=O)Nc1cc(Cl)ccc1C	1.1	-0.4	8.2	95.0	9.0	-6.1	-0.2	0.1	2.7	-0.6
Cc1ccc(C)c(S(=O)(=O)N2C(=S)NC(=O)C2CC(C)C)c1 (stereo not drawn)	1.0	1.9	-3.4	97.0	-9.7	23.5	0.0	3.0	-8.8	-1.8
Cc1ccc2[nH]c(=O)c(CN(CC3CCCO3)S(=O)(=O)c3c(C)ccc4nsnc34)cc2c1 (stereo not drawn)	-0.2	-0.5	-6.7	88.0	0.0	-0.2	-0.1	-0.4	34.2	-2.8
CCOc1ccc(-c2ccc(SCC(=O)N3CCOCC3)nn2)cc1	-2.7	-0.9	3.0	102.0	-4.2	11.6	-0.1	0.6	-13.9	-0.5
CC(=O)c1ccc(CC2SC(N)=NC2=O)cc1 (stereo not drawn)	5.3	-0.3	2.4	99.0	6.7	-0.1	0.0	-1.2	3.7	-1.4
CCOC(=O)c1c(C)[nH]c2c1cc(O)c1ccccc12	10.4	0.0	-4.2	100.0	-29.2	-9.5	3.1	0.2	10.7	3.2
CSCC(=O)N1CCC(n2nccc2NC(=O)CCCc2ccccc2)CC1	3.3	-0.5	-1.3	106.0	-1.2	2.9	-0.1	-3.3	-1.0	-2.4
CC(=O)N1CCN(c2ccc(NC(=O)c3ccco3)cc2)CC1	-2.0	-0.3	5.2	101.0	1.2	8.6	-0.2	-1.6	-4.2	-7.0
Nc1ccc(Br)cc1C(=O)O	2.7	0.8	3.0	98.0	2.2	4.7	-0.1	2.1	-0.8	-4.1
Cc1cc2nc(N)sc2cc1C	-1.1	-0.8	-0.5	105.0	-2.9	-7.0	-0.2	-1.4	-15.3	1.3
CS(=O)(=O)c1ccccc1C(=O)Nc1ccccc1Cc1ccccc1	2.0	0.6	-4.2	100.0	7.8	5.4	-0.1	0.3	-5.0	2.1
CCOc1ccc(Cl)cc1C(c1c(C)[nH][nH]c1=O)c1c(C)[nH][nH]c1=O	3.8	-0.3	-1.5	96.0	-0.8	8.9	0.1	-0.4	0.3	2.8
Cc1ccc(-c2cc(C(F)F)n3ncc(C(=O)Nc4c(C)nn(Cc5c(Cl)cccc5Cl)c4C)c3n2)cc1	-0.3	1.9	-1.7	107.0	1.9	8.4	0.7	-0.9	7.7	3.9

# An excerpt from above in order of their number in MC4R antag cAMP, high to low:
Structure	Glyco luc inh	HTR2A ag	ABCB6 inh 2	ABHD5-PLIN5 inh	MC4R antag cAMP	aDG glyco act	MC4R ag barr	Granule exo inh
N/C(=N\OC(=O)c1cccc(Cn2cc(C(F)(F)F)ccc2=O)c1)c1ccc(Cl)cc1	1.3	-2.8	96.0	2.4	16.3	0.4	0.1	-19.6
CCN1CCN(c2nc(-c3cccnc3)nc3ccccc23)CC1	1.2	-1.8	97.0	5.1	-3.7	0.2	3.0	-0.5
CN(C)c1ccc(Cc2cc3c(O)ccc(O)c3cc(Cc3ccc(N(C)C)cc3)c2=O)cc1	8.9	-2.0	106.0	87.3*	-11.7	-0.3	-4.6	103.6*

# Single values from above.
# Reading of CCCC(=O)Nc1cc(Cl)ccc1C in aDG glyco act: -0.2
# Reading of NC(=S)C(c1ccccc1)c1ncc(C(F)(F)F)cc1Cl (stereo not drawn) in ABHD5-PLIN5 inh: -2.5
# Reading of CCn1cc(C(=O)NCCCOC)c(=O)c2cc(S(=O)(=O)N3CCC(C)CC3)ccc21 in Glyco luc inh: 0.0

# Next compounds:
structure	Glyco luc inh	hiPSC survival	HTR2A ag	ABCB6 inh 2	ABHD5-PLIN5 inh	MC4R antag cAMP	aDG glyco act	MC4R ag barr	H9c2 protect	Granule exo inh
Cc1cc(C)cc(OCc2nc(-c3cccnc3)no2)c1	-0.7	0.3	0.3	112.0	0.7	2.4	0.2	-2.8	5.4	-3.9
C=C(C)c1cccc(C(C)(C)NC(=O)Nc2nnc(C(C)C)s2)c1	-0.5	-0.4	-1.2	97.0	-1.6	26.1	0.2	-1.4	-5.1	7.3
N#Cc1ccc(CN2CCN(C(=O)CC(NC(=O)c3ccccc3)c3ccccc3)CC2)cc1 (stereo not drawn)	-0.6	-0.6	-2.8	97.0	0.8	-0.9	0.0	-2.7	-0.4	20.6
O=C(O)CCCCCCC1C(=O)NC(=O)N1CCC(O)C1CCCCC1 (stereo not drawn)	4.7	0.3	2.1	90.0	2.2	-8.0	0.1	-1.5	17.0	4.4
Cc1ccc(NC(=O)COC(=O)c2sccc2C)cc1S(=O)(=O)N1CCOCC1	-1.0	-1.8	3.6	94.0	-7.6	9.8	0.8	-1.0	-0.8	-4.4
COc1ccc(OC)c(C2CC(=O)N3CN(c4cccc(Cl)c4C)CSC3=C2C#N)c1 (stereo not drawn)	-1.0	1.4	1.2	99.0	-17.5	4.9	-0.2	-0.8	-4.1	-4.6
O=C(Nc1cccc2ccccc12)/C(=C/c1ccc([N+](=O)[O-])cc1)NC(=O)c1ccccc1	-2.5	-1.3	-2.9	90.0	-2.7	3.9	0.0	-0.7	6.4	2.4
COc1ccc(S(=O)(=O)N2CCC(C(=O)N(C)Cc3ccc(C)o3)CC2)cc1OC	3.7	0.1	4.5	97.0	21.0	-5.6	0.3	1.1	-5.7	2.7
CN(C)/C=C/C(=O)c1ccc(Cl)cc1Cl	2.5	0.6	3.0	100.0	2.6	5.6	-0.5	0.5	-1.1	-5.1
Cc1ccc(C(=O)Nc2ccc(Cl)cc2C)c(Cl)c1	-9.1	-0.5	-2.9	97.0	-0.2	11.4	0.5	-0.3	-27.1	-0.4
Cc1cc(N2CCN(c3nc(-c4ccccc4)cs3)CC2)c2ccccc2n1	2.0	0.6	-2.6	99.0	0.8	0.6	1.0	-1.0	8.0	7.5
CC1CCN(Cc2c(C(=O)N/N=C/c3cc(Br)ccc3O)nnn2-c2nonc2N)CC1	-6.2	-0.3	-0.9	98.0	-1.1	23.2	0.8	5.3	64.2*	1.7
CCOC(=O)N1CCN(C(=O)Cc2cccc3ccccc23)CC1	0.5	-1.3	3.2	101.0	1.9	3.9	0.4	-1.4	9.8	-10.2
CCCc1cc(=O)[nH]c2nnc(SCC(=O)NCc3ccc4c(c3)OCO4)n12	-0.5	-0.4	-1.3	99.0	7.9	0.7	0.7	-2.6	4.2	7.6
O=C(C1=C(O)C(=O)N(c2nc3ccc(Cl)cc3s2)C1c1ccco1)c1ccco1 (stereo not drawn)	-0.1	-0.6	-0.2	104.0	12.6	13.9	0.4	-3.3	5.4	16.2
O=C(Nc1cccc([N+](=O)[O-])c1)c1ccc2c(c1)OCO2	0.6	-0.7	-3.7	99.0	9.7	8.6	0.0	-2.3	-3.4	2.0
CC1(C)CC(=O)C2=C(C1)OC(N)=C([N+](=O)[O-])C2c1ccc(C#N)s1 (stereo not drawn)	0.5	0.1	-2.1	92.0	-0.2	-4.1	0.2	-0.6	-2.2	2.9
OC(c1ccc(F)cc1)c1nc(-c2cncnc2)cs1 (stereo not drawn)	-0.5	2.7	1.0	99.0	0.1	2.4	0.3	-0.9	2.3	2.9
O=C(NCCc1cccc(Cl)c1)c1cccnc1	0.2	-0.3	-3.7	80.0	-6.2	1.3	-0.1	-0.6	-8.9	-0.9
CC(C)Cn1c(SC(C)C(=O)Nc2ccc(N3CCOCC3)cc2)nc2ccccc21 (stereo not drawn)	-1.7	2.9	0.0	106.0	2.3	12.8	-0.5	-0.8	-1.8	-2.2
Cc1ccc(C(=O)OCC(=O)NN2C(=O)NC3(CCC(C)CC3)C2=O)cc1 (stereo not drawn)	1.0	0.0	7.3	97.0	-0.3	-0.2	0.0	-2.0	-3.3	-3.3
